Screening data deposited in PubChem by National Center for Advancing Translational Sciences (NCATS).
Luc counter: Counterscreen for Luciferase (Kinase-Glo TM) Inhibition; Luciferin 4-monooxygenase (Photuris pensylvanica), Q27757; Kinase-Glo luciferase, ATP luminescence, 8 min; Potency, µM (doses to about 38.3 µM), without a hit: at the highest dose activity change, negative = inhibition, actives largely listed as inhibitors; 200,000 tested, 0.28% active; also: potency is read from the fitted curve at half-maximal effect; % is scaled to controls: 0 for no effect and ±100 for the full control effect; nearly all actives have a fitted effect of over 60% in size
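Kinase-Glo luciferase light output from ATP and luciferin was measured with 10 uM ATP, within the enzyme's linear range. Buffer: 50 mM imidazole pH 7.2, 50 mM KCl, 7 mM MgCl2, 0.01% Tween 20, 0.05% BSA; luminescence read after 8 min at ambient temperature.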
CBFb RUNX1 block: qHTS Assay for Compounds Blocking the Interaction Between CBF-beta and RUNX1 for the Treatment of Acute Myeloid Leukemia. Potency, µM (doses to about 59.8 µM), for the others: at the highest dose activity, negative = inhibition, actives largely listed as inhibitors. 230,000 tested, under 10 active. AlphaScreen CBFb-His/RUNX1-biotin binding, biochemical. AID 1477, 2009. Runt-related transcription factor 1 (Homo sapiens) + Core-binding factor subunit beta …; also: % of control where 0% means no effect
Target sequence (Q01196 whole entry, looked up): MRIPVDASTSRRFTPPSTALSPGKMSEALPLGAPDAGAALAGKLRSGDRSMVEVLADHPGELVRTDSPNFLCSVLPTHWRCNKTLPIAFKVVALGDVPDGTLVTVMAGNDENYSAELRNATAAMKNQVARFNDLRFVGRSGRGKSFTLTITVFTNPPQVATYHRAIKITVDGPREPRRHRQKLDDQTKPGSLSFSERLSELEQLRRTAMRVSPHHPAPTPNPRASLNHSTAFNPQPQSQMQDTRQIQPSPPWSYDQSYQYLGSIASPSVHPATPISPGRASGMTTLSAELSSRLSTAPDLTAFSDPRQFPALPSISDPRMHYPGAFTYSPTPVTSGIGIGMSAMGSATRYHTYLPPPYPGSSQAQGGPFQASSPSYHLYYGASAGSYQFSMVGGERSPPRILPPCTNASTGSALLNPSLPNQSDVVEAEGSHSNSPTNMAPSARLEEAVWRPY
Target sequence (Q13951 whole entry, looked up): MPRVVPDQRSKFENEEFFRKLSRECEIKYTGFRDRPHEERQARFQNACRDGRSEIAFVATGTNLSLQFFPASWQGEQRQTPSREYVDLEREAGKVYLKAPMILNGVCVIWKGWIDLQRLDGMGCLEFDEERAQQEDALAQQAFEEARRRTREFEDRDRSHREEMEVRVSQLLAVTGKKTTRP
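His-tagged CBF-beta and biotinylated RUNX1 (30 nM each) were premixed 20 min at room temperature, exposed to compound for 15 min, then given nickel-chelate and streptavidin AlphaScreen beads (50 ng each). After 90 min, AlphaScreen signal was read.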
IMPase Li cell: qHTS Assay for Identifying the Cell-Membrane Permeable IMPase Inhibitors: Potentiation with Lithium | CHO-M1 cells, IP1 TR-FRET (IP-One), carbachol + lithium | Potency, µM (series often up to 59.4 µM), for inactives: at the highest dose activity, negative = IMPase inhibition, hits mostly inhibitors | 210,000 tested, 0.35% active | AID 1457, 2008;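 also: IP1 builds up when IMPase is blocked and the TR-FRET signal falls; potency is read from the fitted curve at half-maximal effect; plate controls were basal vehicle for no effect and high inhibitor control for full effect; nearly all actives have a fitted effect of over 50% in size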
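CHO-M1, 2000 cells/well, 16–30 h culture; cpd + low Li+, 30 min 37C; lysis with d2-IP1/Eu-anti-IP1 Ab, 10 min RT; TR-FRET 665/620 ratio and 620 channel; AC50 via Hill.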
Epigenetic reg: Quantitative High-Throughput Screen for Regulators of Epigenetic Control; murine LDR cells, GFP reporter derepression, 30 h; Potency, µM (doses to about 53.9 µM), inactives show top-dose GFP activation, actives largely listed as activators; 280,000 tested, 0.2% active; also: potency is read from the fitted curve at half-maximal effect; % of control where 0% means no effect; nearly all actives have a fitted effect of over 60% in size
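Murine LDR cells carrying a silenced, genomically integrated CMV-driven GFP reporter were exposed to compound for 30 hours at 37 C. After PBS washes, GFP-positive cells (20–120 um objects) were counted by laser-scanning microplate cytometry.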
NPSR antagonist: qHTS Assay for Antagonists of the Neuropeptide S Receptor: cAMP Signal Transduction; CHO-NPSR cells, cAMP TR-FRET, antagonist mode; Potency, µM (series often up to 38.3 µM), without a hit: at the top dose activity change, negative = inhibition, most hits filed as inhibitors; 220,000 tested, 1% active; AID 1461, 2008; also: potency is read from the fitted curve at half-maximal effect; % is scaled to controls: 0 for no effect and ±100 for the full control effect; nearly all actives have a fitted effect of over 50% in size; many of its hits are not listed in these tables
Target sequence (Q6W5P4 whole entry, looked up): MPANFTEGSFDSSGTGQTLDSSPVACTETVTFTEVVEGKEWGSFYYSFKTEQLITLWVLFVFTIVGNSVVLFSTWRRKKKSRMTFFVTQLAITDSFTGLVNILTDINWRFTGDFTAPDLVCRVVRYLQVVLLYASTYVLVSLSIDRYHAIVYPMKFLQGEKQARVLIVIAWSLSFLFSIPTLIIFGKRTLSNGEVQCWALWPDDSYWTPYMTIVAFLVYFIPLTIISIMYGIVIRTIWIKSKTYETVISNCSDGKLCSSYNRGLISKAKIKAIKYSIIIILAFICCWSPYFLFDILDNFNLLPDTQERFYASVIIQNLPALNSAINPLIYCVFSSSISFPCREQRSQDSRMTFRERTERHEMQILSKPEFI
LMNA splice mod: qHTS Assay for Modulators of Lamin A Splicing | Potency, µM (titrated, usually from 46.1 µM), for inactives: at the highest dose ratio change, negative = inhibition, usual class: inhibitors | 200,000 tested, 0.01% active | HeLa LMNA splicing GFP/RFP minigene ratio, 48 h | AID 1487, 2009; active = well fitted inhibition curve with a large enough effect in the signal ratio, with a control signal flat, not every such curve was filed as active; inconclusive = small, poorly fitted or top-dose-only effect, or effect the other way, or a change in a side signal; the % refers to the signal ratio; also: potency is read from the fitted curve at half-maximal effect; % is scaled to controls: 0 for no effect and ±100 for the full control effect
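S3 HeLa stable clones carrying a lamin A-EGFP splicing minigene plus DsRed2 were seeded at 600 cells/well in Opti-MEM with 2% FBS, pin-dosed and incubated 48 h at 37°C. Acumen cytometry (488 nm) gave the GFP/RFP total-intensity ratio.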
HTT aggregate: qHTS Multiplex Assay to Identify Dual Action Probes in a Cell Model of Huntington: Aggregate Formation (GFP); PC12 HttQ103-GFP aggregates, Acumen cytometry, 40 h; 220,000 tested, 1.1% active; Potency, µM (highest dose often 46.1 µM), inactives show at the highest dose activity change, negative = inhibition, actives largely listed as inhibitors; also: potency is read from the fitted curve at half-maximal effect; % is scaled to controls: 0 for no effect and ±100 for the full control effect; nearly all actives have a fitted effect of over 60% in size
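PC12/HTTQ103-GFP, ecdysone-inducible; teb 100 nM; cpd qHTS titration; GFP aggregates read on laser cytometer, Ex 488/Em 500-530 nm.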
* = called active by the depositor; ? = inconclusive; . = not tested or not shown; [ ] = another dose, or the depositor's remark. Unless noted, calls follow the shape of the dose curve; as a rule, active = well fitted curve in the direction sought with a large enough effect; inconclusive = small, poorly fitted or top-dose-only effect, or another doubt; inactive = no such curve, though single readings can be large; an effect the other way counts as inactive or inconclusive. An excerpt; rates above refer to the full screens.

smiles | Luc counter | IMPase Li cell | HTT aggregate | Epigenetic reg | LMNA splice mod | CBFb RUNX1 block | NPSR antagonist
CC1(C)CC(=O)C(N=Nc2c(Cl)cc(Cl)cc2Cl)=C(O)C1 | -1.2% | -12.3% | ? | 1.1% | -8.4% | -3.5% | 14.1%
O=C(Cn1cc(C(F)(F)F)cc(Cl)c1=O)Nc1ccc(N2CCOCC2)cc1 | 2.0% | 1.2% | 0.5% | 1.9% | ? | -1.0% | 1.4%
FC(F)(F)c1ccccc1NC(=S)Nc1cccc(Cl)c1 | 2.2% | 5.5% | 19.5% | -0.1% | -5.0%[46 µM] | 4.0% | -5.1%
O=C(CN1C(=O)C2CC=CCC2C1=O)Nc1nccs1 (stereo not drawn) | -0.9% | 24.0%[38.3 µM] | ? | -1.0% | -0.2% | 4.8% | -3.2%[46.1 µM]
Cc1ccc(OCc2nc(-c3ccc(-n4cccc4)cc3)no2)cc1C | -2.5% | ? | 4.0% | -1.3% | -4.2% | 0.8% | 7.5%[46.1 µM]
CCCCCn1ccc(=N)cc1 | -2.4% | 19.7%[38.3 µM] | ? | 9.2% | ? | 5.0% | 0.4%[46.1 µM]
Cc1nnn(C23CC4CC(CC(CC(=O)Nc5cccc(F)c5)(C4)C2)C3)n1 | 2.4% | 14.2% | 14.7%[9.22 µM] | 0.3% | . | 0.9% | -13.7%
COc1ccc(Nc2cccc(Cl)c2)c(C(=O)O)c1 | 13.9% | -19.3% | -14.8% | -0.9% | ? | 7.6% | 9.2%
CC(=O)Nc1ccc(Nc2c3c4c(cccc4n(C)c2=O)C(=O)c2ccccc2-3)cc1 | -9.0% | 32.2%[activator] | -28.7% | 3.4% | 8.9% | -27.7% | -14.9%
COCc1cc(C)n(CC(=O)Nc2c(C)cccc2C)c(=O)c1C#N | -0.9% | 5.0% | -9.0%[9.22 µM] | -2.6% | 0.4%[46 µM] | 1.2% | 1.1%

Whole records, quoted from the list. Screens in order: Luc counter	IMPase Li cell	HTT aggregate	Epigenetic reg	LMNA splice mod	CBFb RUNX1 block	NPSR antagonist
FC(F)(F)c1ccccc1NC(=S)Nc1cccc(Cl)c1 is listed with 2.2%	5.5%	19.5%	-0.1%	-5.0%[46 µM]	4.0%	-5.1%
CC(=O)Nc1ccc(Nc2c3c4c(cccc4n(C)c2=O)C(=O)c2ccccc2-3)cc1 is listed with -9.0%	32.2%[activator]	-28.7%	3.4%	8.9%	-27.7%	-14.9%

Carrying on:
smiles | Luc counter | IMPase Li cell | HTT aggregate | Epigenetic reg | LMNA splice mod | CBFb RUNX1 block | NPSR antagonist
COc1ccc(CCn2c(C(C)C)nc3oc4ccccc4c(=O)c3c2=O)cc1 | . | . | 6.9%[9.22 µM] | 9.1% | . | 5.2% | ?
CCOC(=O)c1ccc(NC(=O)CSc2n[nH]c(-c3ccncc3)n2)cc1 | 0.8% | -0.8% | 8.3% | 0.0% | 7.3% | 11.3% | ?
COc1cc2cc(C(c3nnnn3C(C)(C)C)N3CCc4ccccc4C3)c(=O)[nH]c2cc1OC (stereo not drawn) | -3.7% | 35.0%[activator][38.3 µM] | 12.6% | 1.0% | ? | 3.7% | -6.4%[46.1 µM]
C/C(=N\n1cnnc1)c1ccccc1 | -0.3% | -10.0% | -22.2% | 0.9% | 19.4%[46 µM] | -3.8% | 11.0%
COc1ccc(C2/C=C\CC(OCc3ccccc3)CC(=O)N2Cc2cccc(F)c2)cc1 (stereo not drawn) | 4.1%[39.9 µM] | 20.3% | . | 2.5% | . | -4.1% | .
CCOC(=O)N1CCN(CC(O)COCc2ccccc2)CC1 (stereo not drawn) | 9.6% | -13.4%[38.3 µM] | 20.2% | 1.8% | -3.5% | 3.8% | -8.8%[46.1 µM]
COc1cccc(OC(C)c2ccnc3nc(/N=C/N(C)C)nn23)c1 (stereo not drawn) | -1.1% | ? | 7.0% | -0.3% | ? | 3.7% | -3.5%[46.1 µM]
CCN(CC)C(C(=O)Nc1ccc2c(c1)OCO2)c1ccccc1 (stereo not drawn) | -1.8% | 6.6% | -0.2% | 0.1% | -9.8% | -5.2% | 4.4%
CC(=O)Nc1cc[n+](C(C)C(=O)c2ccc(Br)cc2)cc1 (stereo not drawn) | 1.1% | 14.2% | 21.7%[9.22 µM] | 1.1% | ? | 0.7% | 0.1%
COc1ccc(C(=O)n2nc(C#N)c(C#N)c2N)cc1 | . | . | -11.6%[9.22 µM] | 1.1% | . | 14.8% | -5.9%
Cc1ccc(C#N)c(SCc2ccccc2[N+](=O)[O-])n1 | -0.2% | 2.9% | 12.4% | 0.0% | -9.9% | -2.6% | -7.9%
O=C(Nc1ccccc1C(=O)N/N=C/c1ccncc1)c1ccccc1 | 1.78µM* | 2.4% | -13.8% | 2.7% | . | 6.0% | -14.7%
CCOc1ccc(CN(C)CC(=O)NNC(=O)c2ccc(Cl)cc2)cc1OC | -0.5% | 6.9% | -9.2% | 0.0% | -6.7% | -0.4% | 0.3%[46.1 µM]
CC(C)(C)Nc1c(-c2ccc(O)cc2)nc2ccc(Cl)cn12 | -1.5% | 14.3% | -8.8%[9.22 µM] | -0.1% | . | 1.3% | -11.0%
O=C(NC12CC3CC(CC(C3)C1)C2)c1ccc(S(=O)(=O)N2CCOCC2)cc1 | 1.7% | -4.9%[38.3 µM] | -3.2% | 0.0% | ? | -2.3% | -21.6%[46.1 µM]
Cc1ccc(-c2nnc3ccc(SC(C)C(=O)O)nn23)cc1 (stereo not drawn) | -1.7% | -7.5%[38.3 µM] | -1.0% | 7.7% | -1.9% | 13.4% | 14.0%[46.1 µM]
Cc1cccc(NC(=O)CC2S/C(=N/c3nccs3)N(C)C2=O)c1 (stereo not drawn) | 0.1% | 21.5%[38.3 µM] | -8.9% | 0.0% | 2.7% | -1.0% | 2.1%[46.1 µM]
Cn1c(NC(=O)c2ccc(Cl)cc2Cl)cc(=O)n(C)c1=O | 12.9% | -0.2%[38.3 µM] | 7.6% | 1.4% | -3.6% | -5.0% | -19.5%[46.1 µM]
C=CCOc1c(OC)cc(Cl)cc1C1NC(=O)NC(C)=C1C(C)=O (stereo not drawn) | 11.4% | -6.1%[38.3 µM] | -2.3% | -0.7% | ? | 4.8% | -20.6%[46.1 µM]
COc1cc(-n2c(C)nc3cc(C(=O)NCc4ccco4)ccc32)cc(OC)c1OC | -1.0% | -8.7%[38.3 µM] | 8.3% | -1.8% | 7.1%[0.0737 µM] | -3.9% | 0.3%[46.1 µM]
COc1ccccc1C(=O)N(Cc1cccs1)C1CCS(=O)(=O)C1 (stereo not drawn) | 0.3% | -6.9%[38.3 µM] | -2.0% | 1.0% | -2.6% | 2.8% | 9.1%[46.1 µM]
O=C(Nc1nc2ccccc2[nH]1)C1CC(=O)N(c2ccc3c(c2)OCCO3)C1 (stereo not drawn) | 10.9% | -1.4%[38.3 µM] | -14.3% | -1.5% | 1.9% | -27.0% | -12.0%[7.67 µM]
CCc1ccc(OCC(=O)NNC(=O)CSc2nnc(-c3ccc(C)cc3)n2C)cc1 | 1.7% | -2.3% | -4.7% | -1.0% | -6.7% | -4.8% | 30.8%
Cn1c(=O)c2c(nc(CN3CCN(Cc4ccccc4)CC3)n2Cc2ccc(Cl)cc2)n(C)c1=O | -2.6% | 12.9%[38.3 µM] | ? | -0.2% | -3.3% | -1.9% | ?
Cc1ccc(F)cc1NC(=O)N1c2ccccc2NC(=O)CC1C (stereo not drawn) | . | . | -17.2%[9.22 µM] | 0.1% | . | 0.1% | -16.4%
CCn1c(=O)cc(OCC(=O)NCc2ccco2)c2ccccc21 | -5.8% | -3.0%[38.3 µM] | 29.0% | -1.1% | -5.6% | -10.8% | -14.7%[46.1 µM]
COc1cc(S(=O)(=O)Nc2cccc(C(=O)O)c2)c(OC)cc1Cl | 0.7% | 35.5%[38.3 µM] | 0.6% | -0.8% | 0.0% | -0.8% | 4.6%[46.1 µM]
O=S(=O)(c1ccc(Cl)c(NC(=S)Nc2ccccc2N2CCOCC2)c1)N1CCOCC1 | 2.2% | 0.3% | 13.0% | -1.8% | -8.3% | -9.8% | 9.2%
COc1cc(-c2noc(-c3cccc(Cl)c3)n2)cc(OC)c1OC | -1.0% | 29.6%[38.3 µM] | 14.9% | -0.2% | 1.1% | 18.9% | 8.0%[46.1 µM]
CC(NC(=O)C1CCCO1)c1ccccc1 (stereo not drawn) | -3.0% | 6.5%[38.3 µM] | 12.7% | -0.7% | 1.9% | -1.1% | -6.5%[46.1 µM]
O=C(O)C1CCCCC1C(=O)Nc1ccc(Cl)cc1 (stereo not drawn) | -1.1% | 22.4%[38.3 µM] | ? | 0.0% | 13.5% | -2.5% | 0.8%[46.1 µM]
Nc1nnnn1/N=C/c1ccccc1OCc1ccc(Cl)cc1Cl | -3.2% | 4.1%[38.3 µM] | -13.3% | 1.6% | 16.6% | -0.6% | -12.2%[46.1 µM]
CC(=O)NC1CC2CCCC(C1)N2CC(=O)NCc1ccc(F)cc1 (stereo not drawn) | -3.4% | 30.4%[38.3 µM] | 11.4% | -0.8% | -0.3% | 7.6% | -1.1%[46.1 µM]
Cc1nc(SCC(=O)c2ccccc2)c(C#N)c(-c2ccco2)c1C(=O)NCc1ccco1 | -0.8% | 14.7%[38.3 µM] | -13.1% | 13.5% | 1.6% | -5.1% | ?
C#CC[N+](C)(C)CCCCCCCCCC | 0.9% | 22.4% | ? | -1.0% | ? | 7.2% | 12.3%
O=c1[nH]ncn1-c1cccc(C(F)(F)F)c1 | 2.5% | -10.4%[38.3 µM] | ? | -0.5% | -14.6% | -1.8% | 2.0%[46.1 µM]
Cc1cccc(NC(=O)NCCc2ccc(Cl)cc2)c1 | 0.0% | 3.8% | 11.1%[9.22 µM] | -0.7%[10.1 µM] | 6.3%[46 µM] | 3.1% | 1.3%
CC1CSc2n(-c3cccc(C(F)(F)F)c3)cc(-c3ccccc3)[n+]21 (stereo not drawn) | -1.5% | 17.9% | ? | 12.1% | -13.3%[46 µM] | -8.5% | -14.4%
O=C(CN1C(=O)CC(c2ccco2)Sc2ccccc21)Nc1ccc2c(c1)OCCO2 (stereo not drawn) | -5.4% | 12.5%[38.3 µM] | -1.6% | 1.1% | -3.2% | -4.1% | -8.1%[46.1 µM]
